tuberculosis growth: growth inhibition of non-replicating M. tuberculosis (AID 488890); Mycobacterium tuberculosis non-replicating, growth inhibition; higher % means a stronger effect; hit rate 0.39% among 320,000; inhibition, % at 25 µM; hits with a dose series show IC50 in µM; in the data active means a potency from the dose series; inconclusive means inhibition mostly from about 82% at the one dose, without a potency; inactive means the rest, 99 in 100 with inhibition below about 76%;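 further: plate controls were DMSO cells for no effect and high antibiotic wells for full effect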
H1N1 NS1A inhibition: H1N1 influenza NS1A inhibitors, functional cell based assay (AID 504329). NS1A functional cell-based assay, percent inhibition; higher % means a stronger effect. hit rate 0.3% among 340,000. inhibition, % at 12.5 µM; hits with a dose series show IC50 in µM; in the data active means a potency from the dose series; inconclusive means inhibition above about 27% without an active follow-up result; further: strong numbers were not always called active
M. tuberculosis HTS: M. tuberculosis growth inhibition, HTS (AID 449762) | inhibition, % at 25 µM; hits with a dose series show IC50 in µM | M. tuberculosis H37Rv growth inhibition, 7H9 media; higher % means a stronger effect | hit rate 0.59% among 330,000; in the data active means a potency from the dose series; inconclusive means inhibition above about 70% without an active follow-up result;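 further: bacterial growth assessed after seven days of incubation; strong numbers were not always called active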
Salmonella PhoP GFP: PhoP regulon inhibitors, Salmonella typhi PhoP promoter GFP reporter, confirmatory (AID 1850). Salmonella Typhi PhoP-promoter GFP reporter, fluorescence, 4 h; higher % means a stronger effect. hit rate 0.33% among 310,000. inhibition, % at 50 µM, or IC50 in µM where a hit was titrated; in the data active means a potency from the dose series; inconclusive means inhibition mostly from about 25% at the one dose, without a potency; inactive means the rest, 99 in 100 with inhibition below about 19%;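 further: 0% = induced wells with vehicle and 100% = uninduced wells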
inhibitors of VEEV: inhibitors of VEEV TC-83 cytopathic effect, confirmation, Vero cells (AID 588727). Vero cells, VEEV TC-83 cytopathic effect inhibition; higher % means a stronger effect. inhibition, % at 20 µM; hits with a dose series show IC50 in µM. hit rate 0.13% among 350,000; in the data active means a potency from the dose series; inconclusive means inhibition mostly from about 14% at the one dose, without a potency; inactive means the rest, 99 in 100 with inhibition below about 12%; further: strong numbers were not always called active
inhibitors of VEEV 10K pilot screen: second read-out of inhibitors of VEEV, no call of its own (marks repeat the call); inhibition, %; measured here: 10K pilot screen inhibition
* = called active by the depositor; i = inactive; ? = inconclusive; . = not tested or not shown.

SMILES	tuberculosis growth	H1N1 NS1A inhibition	M. tuberculosis HTS	Salmonella PhoP GFP	inhibitors of VEEV	others
CC(C)(C)c1ccc(OCCOc2ccc(C(C)(C)C)cc2NC=O)c(NC=O)c1	8%	-4%	10%	5%	?
CCCCOC(=O)C1=C(C)Nc2ncnn2C1c1cc(OC)c(OC)cc1OC (stereo unspecified)	6%	-10%	1%	3%	i
COc1ccccc1OCCCC(=O)Nc1ccc([N+](=O)[O-])cc1Br	19%	7%	1%	-8%	2.1%
Cc1cccc(N(CC(=O)NC2CC3CCC2C3)S(=O)(=O)c2ccccc2)c1 (stereo unspecified)	4%	-4%	1%	-1%	5.0%
CN(C)CCNc1c(N)c(=O)oc2ccccc12	-14%	4%	-10%	6%	1.1%
Cc1nc2ccccc2n1-c1nc(-c2ccco2)cc(C(F)(F)F)n1	17%	4%	6%	-11%	2.3%
COC(=O)c1ccc(CSc2nnc(CS(=O)Cc3ccc(Br)cc3)n2-c2ccccc2)cc1 (stereo unspecified)	13%	-3%	9%	5%	i
CC(=O)N(C)c1ccc(NC(=O)/C=C/c2ccccc2Cl)cc1	18%	7%	-7%	3%	8.2%
O=c1cc(N2CCc3ccccc32)[nH]c(=O)n1-c1ccc(Cl)cc1	23%	-6%	3%	4%	1.1%
COc1ccc(CNC(=O)CS(=O)Cc2nc(-c3ccc(OC)c(OC)c3)oc2C)cc1 (stereo unspecified)	-4%	-6%	0%	-6%	0.7%
CC(C)[C@H](Nc1ccc(S(=O)(=O)N2CCOCC2)cc1[N+](=O)[O-])C(=O)OCC(=O)N(C(C)C)C(C)C	31%	-2%	0%	6%	4.1%
Cc1cccc(NC(=O)C2CCN(C(=O)NC3CCCCC3)CC2)c1	4%	5%	5%	2%	i
O=S(=O)(c1cc(F)ccc1F)N1CCN(c2ncccn2)CC1	-1%	6%	-1%	-3%	3.3%
N#Cc1c(C(F)(F)F)cc(-c2ccccc2)nc1SCc1nc(N)nc(N2CCOCC2)n1	10%	5%	37%	-7%	0.4%
CC(C)(C)c1ccc(OC(=O)c2cccnc2)cc1	57%	12%	3%	0%	3.9%
COc1cc(C)c(NC(=O)C(=S)NCCc2ccccc2)cc1C	-3%	-8%	8%	-2%	1.4%
Cc1cc(/C=N/NC(N)=O)c(C)n1-c1ccc(F)cc1	3%	2%	2%	8%	1.4%
COc1ccc(N2CC(C(=O)NC3CCSC3=O)CC2=O)cc1 (stereo unspecified)	1%	5%	-6%	-4%	3.4%
CC(=O)N1CCc2cc(S(=O)(=O)NC(C(=O)NCc3ccccc3)C(C)C)ccc21 (stereo unspecified)	4%	11%	0%	13%	1.0%
CSCC[C@H](NC(=O)N1C[C@H]2C[C@@H](C1)c1cccc(=O)n1C2)C(=O)Nc1ccc(NC(C)=O)cc1	-14%	-1%	-6%	-11%	1.5%
Cc1ccccc1N1CCN(S(=O)(=O)N(C)C)CC1	1%	0%	-5%	0%	i
CC(C)(C)OC(=O)N1CCN(C(=O)Cn2cc(CCO)nn2)CC1	-11%	3%	-7%	5%	0.0%	inhibitors of VEEV 10K pilot screen=0.1
COc1cc(S(=O)(=O)NCC2OCCc3ccccc32)ccc1-n1cnnn1 (stereo unspecified)	3%	21%	-8%	-5%	1.5%
CCC1Nc2ncnc(N3CCCCC3)c2N(Cc2ccc(OC)cc2)C1=O (stereo unspecified)	31%	-4%	-4%	.	0.3%
O=C(CCc1ccccc1)NCc1cccnc1	-1%	9%	-4%	3%	1.5%
Cc1onc(-c2ccccc2)c1C(=O)NCc1ccc(F)cc1	-9%	0%	-19%	3%	84%
CCCCN(C)CCNC(=O)C1CCN(S(=O)(=O)c2cccc3nsnc23)CC1	-3%	-9%	3%	0%	1.8%
CCOc1ccc(C(=O)NCC(=O)NCCSc2ccc(Br)cc2)cc1OCC	.	-15%	.	.	3.1%
NC(=O)c1ccccc1	0%	5%	1%	-15%	i
COc1ccc(Nc2nc(-c3sc(N)nc3C)cs2)cc1	22%	21%	16%	-4%	6.8%
CC(C)COc1cccc(C(=O)N2CCN(C(=O)c3ccco3)CC2)c1	2%	-4%	-12%	.	0.4%
CCCn1nnc(NC(=S)NC(=O)C(C)(C)C)n1	25%	-5%	-2%	-4%	0.1%
CCCCn1c(SCC(=O)OCC)nnc1-c1ccoc1C	14%	3%	9%	9%	0.2%
COC(=O)c1ccc(OC(C)C(=O)c2ccc(C)cc2)cc1 (stereo unspecified)	?	-4%	10%	10%	1.7%
COCCCn1c(SCC(=O)N2CCOCC2)nc2ccccc2c1=O	-5%	8%	-1%	-3%	0.4%
CCOC(=O)c1sc(=S)n(C)c1NC(=O)c1cccc(Br)c1	?	.	6%	-5%	5.6%
Cc1cc(NC(=O)c2ccc(Br)cc2)nc(C)n1	75%	5%	8%	1%	0.8%
CC(C(=O)Nc1ccccc1)N(C)Cc1cccs1 (stereo unspecified)	67%	9%	2%	-7%	0.4%
O=C(Nc1ccccc1-c1ccccc1)c1ccco1	1%	3%	2%	2%	0.5%
CC1CN(C(=O)CCC(=O)NCc2ccccn2)c2ccccc2O1 (stereo unspecified)	-7%	21%	-9%	4%	2.2%
COC(=O)C1=C(CS(=O)(=O)c2ccc(OC)cc2)NC(=O)NC1c1ccccc1 (stereo unspecified)	-11%	-6%	13%	-33%	1.4%
O=C(NCCCO)C(=O)Nc1cc2c3c(c1)CCN3C(=O)CC2	-1%	-5%	2%	-29%	5.9%
NS(=O)(=O)c1ccc(CCNC(=O)/C=C/c2cccc([N+](=O)[O-])c2)cc1	1%	-3%	4%	1%	3.3%
O=C1N2CCCc3cccc(c32)C12Nc1ccccc1S2 (stereo unspecified)	.	2%	.	.	7.7%
COc1ccc(OC)c(NC(=O)CSc2nc(C)cs2)c1	18%	-18%	-5%	-13%	0.3%
O=C(CCC1CCCC1)NCCS(=O)(=O)N1CCN(c2ccccc2F)CC1	15%	-2%	-5%	3%	1.2%
CCSc1nc(C)c(C)c(=O)[nH]1	.	-1%	.	.	0.7%
COCCCN(C(=O)C1CCCCC1)c1c(N)n(Cc2ccccc2)c(=O)[nH]c1=O	0%	-6%	-6%	.	0.6%

Structures shown so far with an NH in an aromatic ring (3):
SMILES	tuberculosis growth	H1N1 NS1A inhibition	M. tuberculosis HTS	Salmonella PhoP GFP	inhibitors of VEEV	others
O=c1cc(N2CCc3ccccc32)[nH]c(=O)n1-c1ccc(Cl)cc1	23%	-6%	3%	4%	1.1%
CCSc1nc(C)c(C)c(=O)[nH]1	.	-1%	.	.	0.7%
COCCCN(C(=O)C1CCCCC1)c1c(N)n(Cc2ccccc2)c(=O)[nH]c1=O	0%	-6%	-6%	.	0.6%

Continued.
SMILES	tuberculosis growth	H1N1 NS1A inhibition	M. tuberculosis HTS	Salmonella PhoP GFP	inhibitors of VEEV	others
CCOC(=O)c1cnc2c(C#N)cnn2c1N	-5%	-14%	-3%	4%	0.7%
COc1ccc(S(=O)(=O)NCC2CCC(C(=O)NCCC(C)C)CC2)cc1 (stereo unspecified)	-3%	-1%	8%	1%	0.2%	inhibitors of VEEV 10K pilot screen=0.0
Cc1cccc(N(C)S(=O)(=O)c2ccc(-c3cc(C)no3)s2)c1	13%	-2%	3%	-2%	7.4%
CCOC(=O)CSc1nc(C2CC2)cc(-c2ccc(F)cc2)c1C#N	71%	-5%	-3%	-1%	0.6%	inhibitors of VEEV 10K pilot screen=0.8
COc1ccccc1Oc1ccc(S(=O)(=O)NCc2ccccn2)cc1	45%	2%	-7%	-8%	i
COc1ccc(Nc2nnc(SCc3cc([N+](=O)[O-])cc4c3OCOC4)s2)cc1	1%	7%	1%	1%	1.8%
Cc1cc(C)cc(NC(=O)N2CCC(c3nc4ccccc4o3)CC2)c1	17%	7%	2%	-1%	3.5%
O=C(NCC(c1cccs1)N1CCOCC1)c1cc([N+](=O)[O-])ccc1Cl (stereo unspecified)	-25%	-2%	3%	-9%	1.1%
CCOc1ccc(C(=O)N(Cc2ccc(OC)cc2)Cc2cc3cc(OC)ccc3[nH]c2=O)cc1	-11%	12%	-4%	-7%	i
Cc1nn(C)cc1NC(=O)CCSc1nc(-c2ccco2)cc(C(F)(F)F)n1	1%	3%	0%	3%	6.9%	inhibitors of VEEV 10K pilot screen=1.5
Cc1cccc(C)c1OCC(=O)NNC(=O)CNC(=O)c1ccc(OC(F)F)cc1	-44%	-3%	56%	.	1.1%
COc1cccc(NC2SC(=O)N(c3ccccc3)C2=O)c1 (stereo unspecified)	.	-6%	-3%	2%	1.7%

For convenience, part of the list above.
SMILES	tuberculosis growth	H1N1 NS1A inhibition	M. tuberculosis HTS	Salmonella PhoP GFP	inhibitors of VEEV	others
CCOC(=O)c1cnc2c(C#N)cnn2c1N	-5%	-14%	-3%	4%	0.7%
COc1ccc(S(=O)(=O)NCC2CCC(C(=O)NCCC(C)C)CC2)cc1 (stereo unspecified)	-3%	-1%	8%	1%	0.2%	inhibitors of VEEV 10K pilot screen=0.0

The listing picks up with the 2 entries that preceded the break.
SMILES	tuberculosis growth	H1N1 NS1A inhibition	M. tuberculosis HTS	Salmonella PhoP GFP	inhibitors of VEEV	others
Cc1cccc(C)c1OCC(=O)NNC(=O)CNC(=O)c1ccc(OC(F)F)cc1	-44%	-3%	56%	.	1.1%
COc1cccc(NC2SC(=O)N(c3ccccc3)C2=O)c1 (stereo unspecified)	.	-6%	-3%	2%	1.7%
O=C(CNC(=O)c1ccc(Br)o1)NNC(=O)c1ccc(Cl)cc1	15%	-4%	-3%	.	1.5%
Cn1c(SCC(=O)OC2CCCCC2)nnc1-c1ccc2c(c1)OCO2	-4%	-10%	27%	-10%	0.8%
Cc1cc(C)n(-c2ccc(C(=O)Nc3ccc(S(=O)(=O)N(C)C)cc3)cc2)n1	10%	-8%	0%	-1%	1.7%
COc1ccccc1CCc1nnc(CCC(=O)NCC[C@@H]2C[C@@H]3C=C[C@H]2C3)o1	59%	3%	3%	-10%	0.3%
CCOC(=O)c1cc(-c2ccccc2)sc1NC(=O)CSc1nncs1	-3%	2%	-6%	-4%	4.6%
CCCCN1C(=N)C(CC)(CC)C(=O)NC1=O	6%	16%	8%	-5%	i
Cc1cc(NC(=O)CCC(=O)N(c2ccccc2)C(C(=O)NC2CCCC2)c2ccncc2)no1 (stereo unspecified)	4%	-1%	-4%	18%	i
COc1ccccc1N(CC(=O)NC(C)(C)C)C(=O)CCC(=O)Nc1nccs1	-15%	-12%	0%	1%	1.5%
CSc1nnc2c3ccccc3c3ccccc3c2n1	.	8%	.	.	0.5%
CCc1ccccc1N1CN(Cc2ccco2)CNC1=S	-1%	10%	8%	-4%	8.2%
CCCN(CCC)CCN1C(=O)C2C(C(=O)Nc3ccc(C)cc3)C3C=CC2(O3)C1C(=O)NC1CCCCC1 (stereo unspecified)	2%	4%	3%	-3%	1.5%
Cc1cc(C)c2nc(N(CCN(C)C)C(=O)/C=C/c3cccs3)sc2c1	54%	5%	-2%	2%	i
Cc1ccc(NC2=NCCCCC2)cc1C	4%	2%	0%	-3%	0.4%
Cc1ccc(NC(=O)C(C)OC(=O)Cn2cnc3ccccc3c2=O)cc1 (stereo unspecified)	5%	0%	18%	-3%	3.7%
CCOC(=O)C1CCN(S(=O)(=O)c2ccc3[nH]c(=O)oc3c2)CC1	.	21%	-4%	4%	0.5%
CC(C)c1ccc(NC(=O)C(c2ccc3c(c2)OCO3)N2CCCCC2)cc1 (stereo unspecified)	.	2%	17%	-3%	i
CCN1CCCC1CNC(=O)C(=O)NCc1ccccc1 (stereo unspecified)	4%	-2%	-2%	6%	1.4%
c1cc[n+](CCC[n+]2ccccc2)cc1	-2%	-4%	2%	5%	0.7%
CN(C(=O)COc1cccc(Br)c1)C1CCS(=O)(=O)C1 (stereo unspecified)	-15%	0%	-9%	-9%	3.0%
CCOC(=O)C1=C(C)NC(=O)CC1c1ccccc1 (stereo unspecified)	0%	8%	-3%	-6%	i
O=C(Nc1ccc2c(c1)OCCO2)C1CCN(S(=O)(=O)c2ccc(Br)s2)CC1	18%	-4%	-7%	9%	2.1%
C=CCN1CCN(C(CCC)c2nnnn2Cc2ccco2)CC1 (stereo unspecified)	-1%	-6%	-3%	3%	1.3%
Cc1nonc1C(=O)N1CCCC(N2CCN(c3ccc(F)cc3)CC2)C1 (stereo unspecified)	-6%	-5%	7%	-1%	7.2%
COc1cc(NC(=O)COc2ccc(Cl)cc2)ccc1NC(=O)C(C)C	24%	-6%	-1%	6%	1.6%
CN(C(=O)CSc1ccc2c(c1)OCCO2)c1ccccc1	13%	-6%	2%	.	1.6%
COc1cc2c(cc1OC)C(=O)CCS2	-10%	-10%	0%	11%	i

Screening data (PubChem BioAssay)
